Compound activity: PubChem, National Center for Advancing Translational Sciences (NCATS)
Tau fluor counter: counter-screen for tau fibril formation inhibitors | Potency, µM (titrated, usually from 57.7 µM), for the others: top-dose activity change, negative = decrease | actives 0.93% (n = 280,000) | tau K18 P301L Alexa594 fluorescence, heparin fibrillization; further: on the % scale 0 is the no-effect control and ±100 the full control effect; nearly all actives have a fitted effect of over 55% in size
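Human tau K18 P301L (15 uM unlabeled, 0.24 uM Alexa 594-labeled) in 100 mM sodium acetate pH 7 with 20 uM heparin, 6 hr at 37 C. ThT 30 uM added, 1 hr ambient; Alexa 594 FP and total fluorescence read at 555/632 nm.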
NPSR antag: blocks cAMP signaling of the human neuropeptide S receptor; CHO-NPSR cells, cAMP TR-FRET, antagonist mode; Potency, µM (doses to about 38.3 µM), without a hit: at the top dose activity change, negative = inhibition, most hits filed as inhibitors; actives 1% (n = 220,000); further: on the % scale 0 is the no-effect control and ±100 the full control effect; nearly all actives have a fitted effect of over 50% in size; many of its hits are not listed in these tables
Target sequence (Q6W5P4 whole entry, looked up): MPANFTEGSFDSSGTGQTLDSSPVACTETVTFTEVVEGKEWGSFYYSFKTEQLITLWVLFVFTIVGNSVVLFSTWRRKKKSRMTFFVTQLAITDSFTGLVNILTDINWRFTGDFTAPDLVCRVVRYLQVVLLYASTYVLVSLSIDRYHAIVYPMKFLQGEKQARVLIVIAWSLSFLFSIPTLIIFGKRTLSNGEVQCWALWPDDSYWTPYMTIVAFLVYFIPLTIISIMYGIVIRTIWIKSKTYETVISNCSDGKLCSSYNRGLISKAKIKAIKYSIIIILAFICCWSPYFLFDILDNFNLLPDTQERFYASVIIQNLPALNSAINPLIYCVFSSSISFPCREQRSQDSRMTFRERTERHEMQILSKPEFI
Epigenetic derep: epigenetic control regulation, reporter derepression; murine LDR cells, GFP reporter derepression, 30 h; Potency, µM (doses to about 53.9 µM), for the others: at the highest dose GFP activation, actives largely listed as activators; actives 0.2% (n = 280,000); AID 1865; further: % of control where 0% means no effect; nearly all actives have a fitted effect of over 60% in size
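In this reporter-derepression format, murine cells bearing a silenced integrated CMV-GFP locus incubate with test compound (30 h, 37 C), then are washed and imaged; fluorescent objects of 20–120 um count as induced cells.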
GAA glycogen mod: alters human alpha-glucosidase cleavage of glycogen; recombinant GAA, glycogen substrate, Amplex Red glucose oxidase fluorescence; actives 0.38% (n = 300,000); Potency, µM (highest dose often 76.4 µM), for the others: at the top dose activity change, negative = inhibition, usual class: inhibitors; P10253;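 further: 0% = full enzyme reaction and -100% = no-enzyme basal signal; the screen sought inhibitors and activators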
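Recombinant enzyme (4 nM final) with compounds titrated up to 77 uM and bovine liver glycogen (30 ug) in citrate pH 5.0, 0.01% Tween-20, 37 C 40 min. Released glucose detected by Amplex Red/glucose oxidase (Ex 573/Em 610); AC50 from Hill fits.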
ALDH1A1 inh: blocks purified human ALDH1A1 activity; Potency, µM (top dose mostly 75.3 µM), for inactives: top-dose activity, negative = inhibition, hits mostly inhibitors; Purified ALDH1A1, NADH fluorescence, propionaldehyde substrate; actives 7.3% (n = 220,000); active means well fitted inhibition curve with a large enough effect, not every such curve was filed as active; inconclusive means small, poorly fitted or top-dose-only effect, or another doubt; inactive means no such curve, though single readings can be large or run the other way;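 further: plate controls were no enzyme wells and a reference inhibitor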
GAA inhib: blocks human lysosomal alpha-glucosidase; Potency, µM (highest dose often 76.9 µM), inactives show at the highest dose activity change, negative = inhibition, actives largely listed as inhibitors; AID 1466; actives 0.005% (n = 200,000); purified human GAA, 4-MU-alpha-glucoside fluorescence; P10253;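 further: plate controls were uninhibited enzyme wells for no effect and no-enzyme background for full effect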
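Endpoint fluorogenic read: 20 min room-temperature reaction of 4 nM human alpha-glucosidase with 400 uM 4-methylumbelliferyl-alpha-D-pyranoside, pH 5.0, quenched with 1M NaOH/1M glycine pH 10. AC50 from Hill modeling.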
aGlu spleen mod: lysosomal alpha-glucosidase (human) modulation. Potency, µM (titrated, usually from 79.9 µM), for inactives: top-dose activity change, negative = inhibition, most hits filed as inhibitors. human spleen homogenate, 4-MU-alpha-glucoside fluorescence. actives 0.006% (n = 240,000). P10253;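 further: 0% = enzyme with vehicle and -100% = no enzyme basal signal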
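Compounds were titrated against alpha-glucosidase in spleen homogenate at pH 5.0, with 1 mM 4-methylumbelliferyl substrate for 40 min at 37 C. Reactions were quenched with pH 10 NaOH/glycine and fluorescence measured.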
GLA spleen mod: inhibitors or activators of human alpha-galactosidase in spleen homogenate; P06280; human spleen homogenate, 4MU-alpha-Gal fluorescence, 40 min; Potency, µM (highest dose often 80 µM), for inactives: at the top dose activity change, negative = inhibition, usual class: inhibitors; actives 0.008% (n = 240,000);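 further: 0% = enzyme with vehicle and -100% = no enzyme basal signal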
Target sequence (P06280 32-429 limits assumed): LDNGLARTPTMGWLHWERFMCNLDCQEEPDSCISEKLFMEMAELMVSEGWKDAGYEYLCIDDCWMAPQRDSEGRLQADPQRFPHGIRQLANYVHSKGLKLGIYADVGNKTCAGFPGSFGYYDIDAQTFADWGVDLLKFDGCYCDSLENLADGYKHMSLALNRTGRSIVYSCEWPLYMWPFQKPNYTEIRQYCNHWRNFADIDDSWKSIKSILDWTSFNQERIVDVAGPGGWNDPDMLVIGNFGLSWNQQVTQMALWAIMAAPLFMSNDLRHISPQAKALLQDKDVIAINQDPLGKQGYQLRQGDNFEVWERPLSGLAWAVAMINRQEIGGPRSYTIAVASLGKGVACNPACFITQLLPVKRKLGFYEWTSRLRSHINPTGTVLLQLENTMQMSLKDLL
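Fluorogenic readout (Ex 365/Em 440 nm) of 4-methylumbelliferone released from 1 mM 4-MU-alpha-galactoside by spleen homogenate, 40 min at 37C, pH 5.0. Data normalized to no-enzyme and enzyme controls; Hill-equation AC50 from compound titrations.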
* hit, by the source's call; ? = inconclusive; . = not tested or not shown; & = joins results of further samples; [ ] = remark or other dose. Unless noted, the call rests on the fitted dose curve; in most records, active means well fitted curve in the direction sought with a large enough effect; inconclusive means small, poorly fitted or top-dose-only effect, or another doubt; inactive means no such curve, though single readings can be large; an effect the other way counts as inactive or inconclusive. Potency means the concentration at half of the fitted maximal effect. A portion of the library; rates above refer to the full screens.

Compound	Tau fluor counter	NPSR antag	Epigenetic derep	GAA glycogen mod	ALDH1A1 inh	GAA inhib	aGlu spleen mod	GLA spleen mod
COc1cc(CNc2ccc(O)cc2)cc(Br)c1OCc1ccccc1	13µM*[quencher]	47%	?	?	?	-3%	7%	3%
O=C(c1cccc(S(=O)(=O)NCc2ccccc2)c1)N1CCCC1	6%	13%	-0.2%	-1%	2%	8%	-3%	-5%
CCOC(=O)N1CCC(NC(=O)C(NS(=O)(=O)c2cccc3nsnc23)c2ccccc2)CC1 (stereo unspecified)	-9%	-8%	-0.4%	7%	1%	-13%	5%	1%
CC(=O)NC(Cc1cccc(F)c1)C(=O)NC1CCN(C(=O)c2ccc(C)cc2)CC1 (stereo unspecified)	-3%	-10%	2.9%	2%	14µM*	3%	-3%	-6%
O=C(CCNS(=O)(=O)c1ccccc1C(F)(F)F)NCc1ccc2c(c1)OCO2	-6%	-3%[46.1 µM]	4.7%	0%	-4%	-7%	1%	1%
COc1cc(/C=C/C(=O)O)cc(S(=O)(=O)Nc2ccccc2Cl)c1OC	6%	10%	-0.8%	-8%	11%	-8%	-2%	-1%
O=C1C(SCCO)=C(SCCO)C(=O)c2ccccc21	2µM*[quencher]	13µM*	?	.	18µM*	.	5%&0%&11%	13%&-13%&6%
COc1ccc(/C=N/NC2=NCCCCC2)c(OC)c1	3%	3%	1.1%	8%	?	4%	0%	3%
CN1CCN(c2ccc(-c3ccc4ccccc4n3)cc2)CC1	-20%	-6%	1.1%	6%	-11%	?	3%	6%
CC1(C)c2ccccc2N2CC(=O)N(CC(N)=O)C21C (stereo unspecified)	32µM*[fluorescent]	2%[46.1 µM]	-3.7%	-3%	-3%	-14%	4%	15%
COc1cc(OC)c2c(-c3cccc(-c4cccc(N)c4)c3)cc(=O)oc2c1	11µM*[quencher]	.	0.0%	.	10%	.	-6%[119 µM]	-3%[119 µM]
CCOC(=O)Cn1c2ccc(C)cc2c2nc(C)sc21	-9%	-22%	-0.2%	7%	7%	?	-4%	-3%
CC1=Nc2ccccc2N=C(NC(=O)c2ccccc2)C1c1ccccc1 (stereo unspecified)	-28%	?	-1.2%	?	?	-31%	2%	-2%
O=C(O)/C=C/c1cn(Cc2ccccc2)nc1-c1cccs1	5%	-6%	-0.3%	-8%	?	?	0%	1%
CCOP(=O)(OCC)c1nc(-c2cccc([N+](=O)[O-])c2)oc1N1CCCCC1	-8%	-26%	-0.1%	-13%	?	-5%	-4%	-4%
CC(NC(=O)Cc1cccc(C(F)(F)F)c1)c1ccc(F)cc1 (stereo unspecified)	-6%	-2%	-4.5%	6%	-9%	1%	5%	4%
CC(C)(C)c1ccc(C(=O)Nc2ccc(C=C(C#N)C#N)cc2)cc1	-9%	-46%	?	9%	4µM*	-6%	-11%	0%
COc1cc2c(cc1NC(=O)c1ccncc1)oc1ccccc12	?	-21%[46.1 µM]	0.8%	10%	11%	-5%	8%	14%
O=C(Oc1ccc2c(c1)OCC2=O)c1ccc(Cl)cc1	-22%	-18%	3.2%	-4%	7%	-5%	-4%	-12%
c1coc(-c2nc3c4c5c(sc4ncn3n2)CCCC5)c1	4%	1%[46.1 µM]	-1.0%	4%	3%	-7%	-5%	17%
Nc1ccc2c(c1)N=[N+]([O-])c1cc(N)ccc1C2	-12%	3%	1.1%	0%	3%	2%	1%	0%
CCOC(=O)C1=NN(c2ccc([N+](=O)[O-])cc2)CC1C(=O)OC (stereo unspecified)	-2%	9%[46.1 µM]	-1.1%	5%	1.1µM*	-1%	-3%	2%
Brc1[nH]nc2ccccc12	2%	25%[46.1 µM]	-1.1%	-2%	14%	1%	2%	-2%
CCn1ccc(C(=O)NC2=NCCS2)n1	-12%	10%	-7.9%	0%	?	-4%	0%	3%
C=CCn1c(CNC(=O)c2cccs2)n[nH]c1=S	-6%	10%	1.1%	9%	?	-1%	2%	-4%

Single records, from the list above. Order of screens: Tau fluor counter	NPSR antag	Epigenetic derep	GAA glycogen mod	ALDH1A1 inh	GAA inhib	aGlu spleen mod	GLA spleen mod
Profile of Nc1ccc2c(c1)N=[N+]([O-])c1cc(N)ccc1C2 = -12%	3%	1.1%	0%	3%	2%	1%	0%
Profile of O=C1C(SCCO)=C(SCCO)C(=O)c2ccccc21 = 2µM*[quencher]	13µM*	?	.	18µM*	.	5%&0%&11%	13%&-13%&6%

Remaining list, next part:
Compound	Tau fluor counter	NPSR antag	Epigenetic derep	GAA glycogen mod	ALDH1A1 inh	GAA inhib	aGlu spleen mod	GLA spleen mod
O[C@@H]1COC(Nc2ccc(N=Nc3ccccc3)cc2)C[C@@H]1O (stereo partly specified)	-27%	-23%	0.0%	1%	.	.	-1%	1%
CCOC(=O)CCc1c(C)nc2cc(-c3ccccc3OC)[nH]n2c1=O	4%	-7%[46.1 µM]	-0.8%	-1%	?	2%	-1%	0%
O=C(Cn1c(CN2CCCCC2)nc2ccccc2c1=O)Nc1ccccc1	-12%	-8%[46.1 µM]	-1.0%	3%	-7%	-2%	-14%	18%
O=C(CN1CCN(c2ccc(O)cc2)CC1)Nc1ccc(SC(F)F)cc1	-30%	-12%	1.0%	?	8.9µM*	-6%	-7%	-10%
Nc1ccc2nc(-c3cccnc3)[nH]c2c1	-6%	-3%	0.0%	-20%	-4%	-4%	-5%	-10%
COc1ccc(C(=O)N[C@H](C(=O)Nc2nc3ccccc3[nH]2)C(C)C)cc1	1%	31%	4.5%	2%	8%	4%	-4%	4%
Cc1nc2ccccc2n1CCc1nc2c3ccccc3nc(=S)n2[nH]1	-14%	-16%[46.1 µM]	-1.6%	-11%	7%	-7%	-6%	2%
O=C(C1CCN(S(=O)(=O)c2cnc[nH]2)CC1)N1CCn2c1nc1ccccc12	-2%	1%[46.1 µM]	-1.1%	4%	4%	0%	3%	9%
CCC(CC)c1nnc(NC(=O)c2cc(-c3ccccc3)nc3ccccc23)s1	-10%	7%[46.1 µM]	-0.9%	0%	?	-3%	-4%	-2%
CCOc1cc(CNC(C)(C)CO)cc(Br)c1OCc1ccc(Cl)cc1Cl	-23%	?	0.0%	-2%	-2%	-2%	-7%	0%
CC(C)Cn1c(/C=C/c2ccccc2)nc2ccccc21	-10%	-27%[46.1 µM]	-0.9%	-12%	?	?	-5%	?
COc1ccc(NC(=O)CSc2nc(C)cc(C(F)(F)F)n2)cc1	6%	-15%[46.1 µM]	4.8%	2%	24%	-5%	0%	4%
CSc1ccc(CN(C)CC(=O)NC(=O)NC(C)(C)C)cc1	-11%	-4%[46.1 µM]	-4.2%	3%	-1%	-6%	10%	3%
COCCCNc1ncnc2c1sc1nc(-c3ccco3)c3c(c12)CC(C)(C)OC3	?	-15%	1.1%	-1%	.	.	0%	14%
CCN(CC)S(=O)(=O)c1cccc(-c2nnc(SCC(=O)NC)n2CCc2ccccc2)c1	-7%	?	0.7%	4%	?	-1%	5%	5%
CC(=O)N1C(=O)CC(C)N(C(C)=O)c2ccc([N+](=O)[O-])cc21 (stereo unspecified)	-8%	50%	1.1%	10%	4%	-8%	2%	-2%
COC(=O)c1cc2sccc2n1CC(=O)Nc1cccc(SC)c1	-22%	-22%[46.1 µM]	0.0%	7%	5%	3%	-17%	-1%
COc1ccc(-c2c[n+]3c(n2-c2ccccc2)CCCCC3)cc1	5%	22%	0.0%	18%	20%	-1%	-5%	2%
Cn1c(SCc2ccccc2)nnc1-c1ccc2nonc2c1	-9%	1%[7.67 µM]	-0.3%	0%	.	.	7%	11%
O=C(NCCCN1CCOCC1)c1cc(C(=O)C2CC2)c[nH]1	1%	-6%[46.1 µM]	0.0%	-29%	12%	2%	4%	6%
N#CCSc1ncnc2sc3c(c12)CCC3	2%	?	-0.4%	9%	6%	-13%	3%	5%
COc1cc(/C=C/C(=O)N2CCN(CC(O)COc3ccccc3)CC2)cc(OC)c1OC (stereo unspecified)	-1%	-8%[46.1 µM]	0.0%	-5%	-11%	-1%	-8%	-5%
Brc1ccc(-c2nnc3sc(CN4CCC5(CC4)OCCO5)cn23)cc1	5%	-4%[46.1 µM]	0.9%	0%	-7%	3%	-1%	-4%
C/C(=N\N(C)C)C1=C(O)c2ccccc2C1=O	5%	5%	1.3%	-25%	-3%	3%	-7%	-4%
CC(C)(C)OC(=O)NCCCCCc1nnc(SCc2ccccc2)o1	-14%	?	2.4%	-8%	.	.	-3%	-10%

Single values from the results shown:
O=C(C1CCN(S(=O)(=O)c2cnc[nH]2)CC1)N1CCn2c1nc1ccccc12 in Epigenetic derep reads -1.1%
COC(=O)c1cc2sccc2n1CC(=O)Nc1cccc(SC)c1 in NPSR antag reads -22%[46.1 µM]
CC(C)(C)OC(=O)NCCCCCc1nnc(SCc2ccccc2)o1 in aGlu spleen mod reads -3%
O=C(CN1CCN(c2ccc(O)cc2)CC1)Nc1ccc(SC(F)F)cc1 in aGlu spleen mod reads -7%

The results go on.
Compound	Tau fluor counter	NPSR antag	Epigenetic derep	GAA glycogen mod	ALDH1A1 inh	GAA inhib	aGlu spleen mod	GLA spleen mod
CN(C(=O)COc1cc(=O)n(C)c2ccccc12)c1ccc(Br)cc1	-10%	-17%[46.1 µM]	1.4%	4%	22µM*	4%	0%	6%
O=C1CC(c2ccccc2)Sc2nc(-c3ccccc3)c(-c3ccccc3)n21 (stereo unspecified)	-5%	?	1.0%	-6%	?	4%	1%	5%
COc1ccc(CCNS(=O)(=O)c2ccc3c(c2)CCN3C(=O)C2CC2)cc1OC	-8%	-15%[46.1 µM]	-1.8%	13%	7%	4%	-3%	-6%
O=C(NCCCn1ccnc1)C(F)(F)C(F)(F)C(=O)NCCCn1ccnc1	8%	-8%[46.1 µM]	1.1%	5%	-11%	-12%	-5%	-15%
Oc1ccc(Cl)cc1/C=N/c1nccs1	-5%	-15%[46.1 µM]	-1.6%	-8%	15%	0%	-1%	2%
O=c1c(N2CCCCC2)coc2ccccc12	-4%	-2%[46.1 µM]	-1.0%	-8%	3%	-4%	-5%	1%
CS/C(=N\S(=O)(=O)c1ccccc1)c1ccccc1	8%	27%	3.6%	-4%	-1%	-1%	-7%	0%
Cc1[nH]c2ccccc2c1CCNC(=O)c1c(N)no[n+]1[O-]	-25%	1%	0.0%	-6%	3%	-1%	-3%	-7%
Cc1csc(SCC(=O)NC(=O)NCCC(C)C)n1	-1%	8%	-2.1%	-1%	?	3%	0%	-13%
